CCHF vOTU inh = blocks the CCHF virus ovarian tumor domain protease; 370,000 compounds, 0.55% hits; inhibition, % at 11.5 µM; AID 651958; CCHFV vOTU protease, Pep-AMC fluorescence; in the data active = inhibition above about 30%; also: 0% = vehicle wells with enzyme and 100% = no enzyme wells
Vc quorum ag = induces V. cholerae light production without autoinducers; V. cholerae BH1578 lux reporter, luminescence, 6 h; activation, % at 18.7 µM; 350,000 compounds, 0.16% hits; AID 588436; in the data active = activation mostly above about 9.7%, no sharp cut-off; inconclusive = no clear call, values can overlap the other calls; inactive = mostly below about 3.7%; also: not every result past the cut was called active; inactives centre near 0; reference of the scale not given here
VHR inh abs = blocks human VHR1 dual specificity phosphatase; 290,000 compounds, 0.52% hits; P51452; recombinant VHR phosphatase, pNPP absorbance; inhibition, % at 13.3 µM; in the data active = inhibition above about 50%; also: some compounds called inactive have numbers as strong as hits
Target sequence (P51452 whole entry, looked up): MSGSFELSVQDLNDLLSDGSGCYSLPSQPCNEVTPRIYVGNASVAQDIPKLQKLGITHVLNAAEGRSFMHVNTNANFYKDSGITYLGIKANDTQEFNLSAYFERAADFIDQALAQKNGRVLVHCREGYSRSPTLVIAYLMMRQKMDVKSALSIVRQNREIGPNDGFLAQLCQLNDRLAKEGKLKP
BoNT A protease = BoNT A light chain protease inhibition. 360,000 compounds, 0.17% hits. multiplex microsphere protease substrate cleavage, flow cytometry. inhibition, % at 10 µM; also: plate controls were buffer without enzyme for full effect and enzyme alone for no effect
PfHsp40 yeast = compounds rescuing yeast from Plasmodium falciparum HSP40 toxicity; AID 504582; 340,000 compounds, 0.68% hits; S. cerevisiae expressing PfHsp40, growth rescue, ATP luminescence; growth rescue, % at 12.5 µM; in the data active = growth rescue above about 28%, passing the limit was not always enough; inconclusive = no clear call, values can overlap the other calls;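 also: yeast W303a lacking pdr1 and pdr3 grown in galactose medium; growth measured after three days at 30 °C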
3CLpro inhibitor = SARS-CoV 3CLpro protease inhibition; P0C6X7; recombinant SARS-CoV 3CLpro, quenched FRET peptide cleavage; inhibition, % at 6 µM; 290,000 compounds, 0.14% hits; AID 1706; in the data active = inhibition above about 12%
TcdB inh = blocks C. difficile toxin B glycohydrolase activity | P18177 | TcdB glycohydrolase enzymatic assay, plate reader | inhibition, % at 9.99 µM | 350,000 compounds, 0.24% hits | AID 652162; in the data active = inhibition above about 10%
Yp Topo-I inh = Y. pestis Topo-I inhibition via cleavage products; Y. pestis Topo-I cleavage product accumulation, plate reader; activity, % at 10 µM; 360,000 compounds, 0.064% hits; AID 504884; in the data active = activity above about 50%, passing the limit was not always enough; inconclusive = no clear call, values can overlap the other calls; also: inactives centre near 2
Anthrax LF inh2 = inhibitors of Bacillus anthracis lethal factor protease. 360,000 compounds, 0.12% hits. multiplex microsphere protease cleavage assay, LF. P15917. inhibition, % at 10 µM; also: plate controls were buffer without enzyme for full effect and enzyme alone for no effect
Target sequence (P15917 whole entry, looked up): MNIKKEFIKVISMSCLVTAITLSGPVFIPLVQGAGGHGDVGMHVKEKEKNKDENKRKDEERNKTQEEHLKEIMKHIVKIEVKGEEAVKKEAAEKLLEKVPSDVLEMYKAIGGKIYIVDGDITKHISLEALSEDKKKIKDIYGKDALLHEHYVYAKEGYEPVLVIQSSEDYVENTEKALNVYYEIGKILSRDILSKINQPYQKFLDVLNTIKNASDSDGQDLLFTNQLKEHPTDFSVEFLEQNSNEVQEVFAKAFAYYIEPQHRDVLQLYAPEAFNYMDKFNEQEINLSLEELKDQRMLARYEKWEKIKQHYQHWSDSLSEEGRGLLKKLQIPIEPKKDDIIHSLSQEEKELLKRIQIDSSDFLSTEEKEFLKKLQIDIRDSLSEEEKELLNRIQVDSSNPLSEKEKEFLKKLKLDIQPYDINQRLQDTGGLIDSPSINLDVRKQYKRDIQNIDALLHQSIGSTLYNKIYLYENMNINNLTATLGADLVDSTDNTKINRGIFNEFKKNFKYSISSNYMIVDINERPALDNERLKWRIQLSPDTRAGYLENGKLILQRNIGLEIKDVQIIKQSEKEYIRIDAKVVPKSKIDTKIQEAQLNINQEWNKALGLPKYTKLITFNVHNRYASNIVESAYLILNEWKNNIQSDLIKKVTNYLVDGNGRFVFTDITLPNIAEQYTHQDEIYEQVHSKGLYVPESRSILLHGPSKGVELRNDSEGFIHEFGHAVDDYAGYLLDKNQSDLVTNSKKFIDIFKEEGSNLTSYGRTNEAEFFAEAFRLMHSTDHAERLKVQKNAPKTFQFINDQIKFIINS
PriA SSB inh = blocks PriA binding to SSB C-terminal tail | AlphaScreen SSBct-PriA binding, biotinylated peptide | 430,000 compounds, 0.6% hits | AID 1272365 | inhibition, % at 33 µM; in the data active = inhibition mostly above about 37%, no sharp cut-off; inactive = mostly below about 20%;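 also: plate controls were negative control peptide for no effect and reference peptide for full effect; strong numbers were not always called active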
Active calls of the source: *; i = inactive; u = inconclusive; x = not tested or not shown; & = joins results of further samples. Rule as the data show it, unless noted: active = inhibition above about 30%; inconclusive = no clear call, values can overlap the other calls; inactive = below that. The list is partial; count on the stated rates, not on these rows.

SMILES | CCHF vOTU inh | Vc quorum ag | VHR inh abs | BoNT A protease | PfHsp40 yeast | 3CLpro inhibitor | TcdB inh | Yp Topo-I inh | Anthrax LF inh2 | PriA SSB inh
CN(C)c1nc(N)nc(CSc2nnnn2-c2ccc(Cl)cc2)n1 | -5 | -0.4 | x | -0.5 | x | x | 0.7 | 12 | -3 | x
O=C(NNC(=O)C1CC1)c1cc(Cl)nc2ccccc12 | 3 | -0.4 | 12 | -5.1 | -0.3 | 0 | 0.4 | -2 | -1 | 12
Cc1nn(CC(=O)NC2CCCCC2)c(=O)c2cccn12 | 8 | -0.4 | 7 | 1.4 | 0.6 | 1 | -1.0 | -1 | 0 | -6
N#Cc1cccc(NC(=O)c2cc(C3CCCCN3S(=O)(=O)c3ccccc3)on2)c1 (stereo unspecified) | 10 | -0.4 | x | -1.1 | x | x | -3.0 | -6 | -5 | x
Cc1ccc(-c2csc(N3CCN(c4cc5c(cc4Cl)nc(-c4ccncc4)n5CCOCCO)CC3)n2)cc1 | x | i | 33 | 0.1 | 0.8 | 5 | x | -3 | -1 | 1
CCOC(=O)Cc1csc(NC(=O)Nc2ccccc2)n1 | 4 | -4.8 | 18 | 0.2 | 4.4 | 0 | x | 6 | -5 | -7
COc1ccc(S(=O)(=O)N(CCCN2CCCC2=O)Cc2cc3c(C)ccc(C)c3[nH]c2=O)cc1 | 1 | -0.5 | 11 | 0.4 | -0.6 | -1 | x | 20 | 1 | 2
Cc1nn(CC(=O)N2CCN(C34CC5CC(CC(C5)C3)C4)CC2)c(C)c1[N+](=O)[O-] | -13 | 0.0 | 26 | 1.0 | 0.0 | -4 | 1.0 | 1 | -2 | -5
Cc1nnc(NC(=O)C2CCCC2)s1 | 2 | 0.5 | 18 | 1.2 | -0.2 | -3 | 0.6 | 2 | 0 | -15
C[C@H](CO)N1C[C@H](C)[C@@H](CN(C)Cc2ccc(Cl)c(Cl)c2)Oc2c(NC(=O)c3ccncc3)cccc2C1=O | 15 | i | x | -0.3 | -1.8 | x | -1.1&-2.4 | 3 | 0 | -1
CCOC(=O)Cc1csc(N/C(=N/S(=O)(=O)c2ccc(F)cc2F)c2ccccc2)n1 | -3 | -0.4 | -8 | 0.2 | 0.4 | 4 | x | -3 | 0 | x
CCN(CC(=O)NC(C)C)C(=O)CCNC(=O)c1ccc(Cl)cc1 | -6 | -5.8 | 6 | -1.0 | -0.8 | 1 | x | 14 | -1 | 1
COc1cc(CCC(=O)Nc2cc(S(=O)(=O)N3CCOCC3)ccc2OC(C)C)cc(OC)c1OC | 7 | -0.7 | x | 0.0 | x | x | 0.4 | -6 | 2 | x
CC1CCN(C(=O)CSc2nnc3ccc(-c4cccnc4)nn23)CC1 | 5 | i | x | 4.1 | -0.5 | x | 0.9 | 8 | 0 | -3
Cc1nc2sc(C(c3cccs3)N3CCN(c4cccc(Cl)c4)CC3)c(O)n2n1 (stereo unspecified) | -2 | -0.6 | 5 | -0.8 | 0.7 | 2 | 0.8 | 29 | -6 | 4
O=C(Nc1ccccc1O)c1ccc(Cl)cc1 | -20 | -5.4 | 7 | -0.1 | -0.7 | -2 | x | -1 | -4 | 1
FCCCOc1ccc(-c2nccc(-c3ccc(Cl)cc3)n2)cc1 | 5 | 7.1 | -13 | 0.7 | -0.2 | -4 | x | 0 | -5 | -2
CCOC(=O)CSc1nc(C)cc(C)c1C#N | -1 | 17* | -10 | 0.4 | 1.0 | 1 | x | -6 | 1 | -16
CC(=O)N1CCN(CC(O)COc2ccc(OCc3ccccc3)cc2)CC1 (stereo unspecified) | 4 | i | 11 | -1.6 | -0.5 | 2 | 1.8 | 6 | 0 | 1&-15
O=C(Nc1ccc2c(c1)OCO2)C1CC(=O)N(c2cccc(Cl)c2)C1 (stereo unspecified) | 5 | i | -3 | -0.1 | 0.0 | -5 | -0.1 | -1 | 1 | -5
FC(F)(F)C1=CC(c2ccc(Cl)cc2)=NCCN1 | 14 | 0.4 | 25 | -0.3 | u | 3 | x | -7 | 0 | -17
COCCCn1c2nc3ccccc3nc2c2c(=O)n(Cc3ccc(Cl)cc3)cnc21 | 6 | -0.7 | -6 | 2.6 | -0.5 | -1 | -0.7 | 8 | 0 | -12
Cc1c(NC(=O)CSc2nc(-c3ccco3)cc(C(F)(F)F)n2)c(=O)n(-c2ccccc2)n1C | 10 | x | 12 | 0.5 | 0.7 | 1 | x | 2 | -2 | -14
Nc1ccc2nc(N3CCOCC3)sc2c1 | 19 | -0.3 | 20 | 3.2 | 0.4 | 2 | -0.5 | 7 | -10 | -1
OC(c1ccccc1)(c1nc(/C=C/c2ccccc2)cs1)C(F)(F)F (stereo unspecified) | 7 | -0.5 | x | -0.8 | x | x | 0.6 | -5 | -10 | x

In another format: entries from further up
The line under a structure holds: CCHF vOTU inh, Vc quorum ag, VHR inh abs, BoNT A protease, PfHsp40 yeast, 3CLpro inhibitor, TcdB inh, Yp Topo-I inh, Anthrax LF inh2, PriA SSB inh
- Cc1ccc(-c2csc(N3CCN(c4cc5c(cc4Cl)nc(-c4ccncc4)n5CCOCCO)CC3)n2)cc1
 : x, i, 33, 0.1, 0.8, 5, x, -3, -1, 1
- CCOC(=O)Cc1csc(NC(=O)Nc2ccccc2)n1
 : 4, -4.8, 18, 0.2, 4.4, 0, x, 6, -5, -7
- COc1ccc(S(=O)(=O)N(CCCN2CCCC2=O)Cc2cc3c(C)ccc(C)c3[nH]c2=O)cc1
 : 1, -0.5, 11, 0.4, -0.6, -1, x, 20, 1, 2

(further entries)
SMILES | CCHF vOTU inh | Vc quorum ag | VHR inh abs | BoNT A protease | PfHsp40 yeast | 3CLpro inhibitor | TcdB inh | Yp Topo-I inh | Anthrax LF inh2 | PriA SSB inh
CC(=O)c1ccc(-c2ccc(C(=O)NCC3CCCO3)o2)cc1 (stereo unspecified) | -151 | -2.8 | x | 1.0 | 0.4 | x | 1.9 | 7 | 7 | -1
O=C1Nc2cc(Br)ccc2C1(O)c1ccccc1O (stereo unspecified) | 1 | i | 20 | -1.9 | -0.1 | 0 | -0.6 | -6 | 12 | 8
CN(C(=O)c1cccc(NC(=O)Cc2cccc(NC(=O)C3CCN(C(=O)C4CC4)CC3)c2)c1)C1CC1 | 21 | i | x | -0.7 | 0.0 | x | -3.3 | 3 | -5 | -5
CCn1cnc2scc(-c3ccc(OC)cc3)c2c1=O | -9 | -0.6 | 4 | 2.7 | 0.0 | -1 | 1.2 | -7 | 23 | -7
NS(=O)(=O)c1ccc(NC(=O)Nc2cccc3ccccc23)cc1 | 4 | -0.5 | -14 | -0.4 | -0.5 | -3 | -0.4 | -6 | -8 | 3
COc1ccc(C2=NOC(Cn3nc(-c4ccccc4)cc3C(=O)NCc3cccs3)C2)cc1 (stereo unspecified) | 1 | -1.2 | x | 0.3 | 7.9 | x | 0.3 | 16 | -4 | -2
O=C(Cn1c(=O)n(CC2CCCO2)c(=O)c2ccccc21)c1ccccc1 (stereo unspecified) | 5 | -0.5 | -16 | -0.5 | 0.2 | 10 | x | -6 | 2 | -14
NC(=NCCc1c[nH]c2ccccc12)NS(=O)(=O)c1ccc2ccccc2c1 | -18 | -0.3 | -1 | 0.2 | 1.9 | 8 | x | 3 | -2 | 21
O=[N+]([O-])c1ccccc1-c1cc(-c2cc(Cl)ccc2O)n[nH]1 | 11 | -0.7 | -10 | -1.3 | 145* | 0 | x | -21 | 1 | 24
Cc1ccc(-c2nn(-c3ccccc3)cc2CN(Cc2ccccc2)C(=O)CCC(=O)O)o1 | 5 | -0.3 | -10 | -2.9 | -0.4 | 2 | x | 20 | -6 | -15
O=C(O)COc1c(Cl)cc(/C=C2\NC(=O)NC2=O)cc1Br | 7 | -0.5 | 18 | -0.6 | 1.1 | 3 | -0.9 | -1 | 1 | -14
C/C(=N\NC(=S)NC(C)C)c1ccccc1OC(F)F | -11 | -0.9 | 39 | -0.8 | -0.5 | -1 | 0.7 | 5 | -1 | x
Cn1nc(C(=O)Nc2ccc(S(=O)(=O)N3CCOCC3)cc2)c2ccccc2c1=O | 13 | x | 13 | -0.2 | 1.0 | 1 | 1.2 | 2 | 0 | -13
O=C(NNC(=S)Nc1ccc(F)cc1F)c1ccco1 | 20 | i | 36 | 0.7 | -0.1 | 2 | 0.1 | -8 | 4 | -9
Cc1ccccc1-c1nc(C#N)c(NCc2ccco2)o1 | 9 | -0.2 | 1 | -0.8 | 0.3 | 4 | 0.1 | -1 | 0 | 0
COC(=O)c1sccc1NC(=S)N1CCC(C(N)=O)CC1 | 8 | i | 2 | -0.8 | -0.6 | 2 | 1.5 | 8 | -6 | -3
CCN(CC)S(=O)(=O)c1ccc(NC(=O)C(OC)c2ccccc2)cc1 (stereo unspecified) | 5 | -0.8 | -20 | 0.4 | 0.1 | 8 | x | 12 | 2 | -15
CCCC(=O)NC(c1ccc(C)cc1)c1ccc2cccnc2c1O (stereo unspecified) | x | -0.4 | -4 | -5.7 | u | 9 | x | -9 | -11 | -7
CN(C(=O)Nc1ccc(S(=O)(=O)N(C)C)cc1)C1CCCCC1 | 5 | -3.8 | 25 | -0.3 | -0.5 | -1 | x | 0 | -2 | -8
Cc1cccc(NC(=O)c2ccccc2NC(=O)C(C)(C)C)n1 | 9 | i | -1 | 0.0 | -0.5 | 1 | x | 5 | -2 | -11
O=C(Cc1ccccc1)Nc1ccccc1N1CCOCC1 | 8 | -4.2 | 23 | 0.6 | -0.3 | -4 | x | -3 | 3 | -2
Cc1ccccc1-c1nc(CS(=O)(=O)CC(=O)NCCCN2CC(C)CC(C)C2)c(C)o1 (stereo unspecified) | 3 | 11 | 101 | 3.2 | -1.3 | 0 | -0.2 | 4 | -2 | 6
COc1ccccc1N1CCN(C2CCCN(Cc3cccc(O)c3)C2)CC1 (stereo unspecified) | 2 | i | 6 | x | -0.2 | -4 | -0.5 | 7 | x | 7
Cc1cc2nnc(SCC(=O)NCc3cccs3)n2c2ccccc12 | -3 | x | -6 | 0.2 | -0.4 | -6 | x | 1 | -19 | -3
Cc1ccc2[nH]ccc(=O)c2c1 | -2 | i | 5 | 0.4 | -0.6 | -2 | 0.4 | -1 | -6 | 9&-4
CNc1nc2c3ccccc3n(C(C)=O)c2s1 | 11 | 0.4 | 12 | -1.4 | 1.1 | 4 | x | -6 | -5 | -13
COc1cccc(NC(=O)Cn2c(=O)n(-c3cc(OC)c(OC)c(OC)c3)c(=O)c3ccccc32)c1 | 8 | 3.7 | 9 | 0.2 | -0.3 | 0 | 0.5 | 6 | 5 | -13
CN1CCC2(CC1)NC(=O)c1ccccc1N2 | -106 | x | -8 | x | x | 2 | 1.5 | x | x | -3
COc1cccc(Nc2nc(CN)cs2)n1 | -2 | i | x | -0.4 | x | x | 0.5 | 5 | -10 | x

Random excerpt: 2 entries already listed, in no set order.
SMILES | CCHF vOTU inh | Vc quorum ag | VHR inh abs | BoNT A protease | PfHsp40 yeast | 3CLpro inhibitor | TcdB inh | Yp Topo-I inh | Anthrax LF inh2 | PriA SSB inh
OC(c1ccccc1)(c1nc(/C=C/c2ccccc2)cs1)C(F)(F)F (stereo unspecified) | 7 | -0.5 | x | -0.8 | x | x | 0.6 | -5 | -10 | x
CN(C)c1nc(N)nc(CSc2nnnn2-c2ccc(Cl)cc2)n1 | -5 | -0.4 | x | -0.5 | x | x | 0.7 | 12 | -3 | x

Screening results: PubChem BioAssay, several laboratories
